sEH inhibitor: soluble epoxide hydrolase inhibitors, primary screen, biochemical, human sEH; recombinant human sEH enzymatic activity assay; AID 707, 2007; 91,000 tested, 0.34% active; inhibition, % at 2 µM; Bifunctional epoxide hydrolase 2 (Homo sapiens), P34913; in the data active = inhibition above about 80%; note: values of inactives mirror those of a sister screen read the other way; many of its hits are not listed in these tables
sEH activator: soluble epoxide hydrolase activators, primary screen, biochemical, human sEH; Bifunctional epoxide hydrolase 2 (Homo sapiens), P34913; purified human sEH enzymatic activity, activator screen; activation, % at 2 µM; 91,000 tested, 0.04% active; AID 717, 2007; in the data active = activation above about 37%; note: values of inactives mirror those of a sister screen read the other way
PLAP activator: PLAP enzyme activators, biochemical, luminescence, HTS. activation fold at 20 µM. 96,000 tested, 1.2% active. purified PLAP enzyme, luminescent substrate read-out; active compounds read high. Alkaline phosphatase, placental type (Homo sapiens), P05187; in the data active = activation fold above about 2
Target sequence (P05187 whole entry, looked up): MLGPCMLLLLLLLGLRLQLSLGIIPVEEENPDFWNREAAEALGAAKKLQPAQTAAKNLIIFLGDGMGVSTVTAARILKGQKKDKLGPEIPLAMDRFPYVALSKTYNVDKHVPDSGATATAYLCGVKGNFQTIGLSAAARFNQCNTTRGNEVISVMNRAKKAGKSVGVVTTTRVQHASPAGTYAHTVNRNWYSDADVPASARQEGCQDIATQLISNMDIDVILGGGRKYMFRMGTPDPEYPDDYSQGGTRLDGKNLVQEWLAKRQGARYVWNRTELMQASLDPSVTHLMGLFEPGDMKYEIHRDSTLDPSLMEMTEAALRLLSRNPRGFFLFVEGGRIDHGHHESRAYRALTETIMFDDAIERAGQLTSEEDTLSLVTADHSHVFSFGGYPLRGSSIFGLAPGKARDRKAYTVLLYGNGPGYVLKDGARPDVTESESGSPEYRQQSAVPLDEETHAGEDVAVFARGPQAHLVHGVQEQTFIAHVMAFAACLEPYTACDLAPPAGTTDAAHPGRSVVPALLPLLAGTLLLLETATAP
Ecoli WT expand: growth inhibitors of wild-type E. coli, primary screen, strain BW25113, expanded library, OD600. AID 710, 2007. growth inhibition, % at 100 µM. OD600 absorbance. 98,000 tested, 0.15% active;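 active = growth inhibition above about 50% at one test dose, limit read from the data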;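 note: growth measured after 20 h incubation at 37 °C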
S1P2 ag: S1P2 receptor agonists, primary screen, cell-based. Sphingosine 1-phosphate receptor 2 (Homo sapiens), O95136. S1P2-expressing cell line, agonist reporter read-out. activation, % at 4.5 µM. 97,000 tested, 0.46% active; in the data active = activation above about 16%;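 note: 0% = vehicle low control and 100% = maximal reference agonist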
Target sequence (O95136 whole entry, looked up): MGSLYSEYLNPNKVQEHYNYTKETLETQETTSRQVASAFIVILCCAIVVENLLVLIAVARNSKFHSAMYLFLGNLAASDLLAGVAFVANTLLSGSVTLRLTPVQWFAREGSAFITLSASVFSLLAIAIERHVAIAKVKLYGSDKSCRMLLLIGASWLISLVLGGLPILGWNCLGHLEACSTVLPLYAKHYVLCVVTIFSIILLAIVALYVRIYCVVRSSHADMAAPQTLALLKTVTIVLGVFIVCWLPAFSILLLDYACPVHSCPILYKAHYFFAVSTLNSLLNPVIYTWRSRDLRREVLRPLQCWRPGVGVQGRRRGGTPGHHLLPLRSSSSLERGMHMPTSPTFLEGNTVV
CD11b adhes inh: inhibitors of CD11b/CD18 adhesion to fibrinogen, primary screen, K562 cells, luminescence; Integrin beta-2 (Homo sapiens) + Integrin alpha-M (Homo sapiens), P05107+P11215; ATPlite luminescence; Mn2+ added to activate the integrin; inhibition, % at 10 µM; 93,000 tested, 0.54% active; AID 1497, 2009;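 active = primary inhibition of 50% or more at 10 µM, then 40% or more on retest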; note: some results filed as inactive read as strong as hits
PostGolgi yeast: phenotypic screen on post-Golgi transport, primary screen; 98,000 tested, 0.9% active; post-Golgi transport phenotypic cell assay; AID 739, 2007; inhibition, % at 10 µM;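 note: yeast cells grown in 1536-well plates; yeast grown about 18 h at 30C before absorbance read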
PostGolgi ctrl: growth inhibition of yeast control strain, primary screen, counter-screen for post-Golgi transport modulator project; efflux-deficient yeast background strain, growth absorbance A615, 16 h; AID 738, 2007; inhibition, % at 10 µM; 98,000 tested, 5% active
S1P2 antag: human S1P2 receptor antagonists, primary screen, cell-based. AID 736, 2007. inhibition, % at 5 µM. 97,000 tested, 0.21% active. cell-based S1P2 antagonist assay, inhibition at 5 uM. Sphingosine 1-phosphate receptor 2 (Homo sapiens), O95136; in the data active = inhibition above about 45%;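 note: CRE beta-lactamase reporter cells expressing human S1P2 stimulated with S1P; 0% = agonist at EC80 alone and 100% = agonist plus reference antagonist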
* = called active by the depositor; nt = not tested or not shown. Cut-off read from the data, not from the text of the source, unless noted: active = inhibition above about 30%; inactive = the rest.

Values run as follows: sEH inhibitor, sEH activator, PLAP activator, Ecoli WT expand, S1P2 ag, CD11b adhes inh, PostGolgi yeast, PostGolgi ctrl, S1P2 antag
Cc1cc(C)n2c(SCc3ccc(C#N)cc3)nnc2n1
    -6, 5, 1.1, 6, 6, 11, 9, -6, -27
OC(COc1ccc(Cl)cc1)CN1CCCCC1 (stereo not drawn)
    13, -10, 1.2, 6, -8, 1, 0, 4, 26
CC(C)(C)N(Cc1cc2ccccc2[nH]c1=O)C(=O)c1cccnc1
    -10, 8, 1, -3, -3, -5, 1, 1, 4
Cn1c(CNc2ccccc2O)nc2ccccc21
    -8, 10, 2.4*, 10, -4, -5, -3, 7, 18
CCNC(=O)c1ccc(-n2nc(C)cc2-c2ccccc2)cc1
    -4, 7, 1.4, -1, -1, nt, 2, 12, 19
O=C(O)C1(c2cccc(Cl)c2)CCC1
    0, -2, 1.2, 2, -6, -6, 6, 9, 3
CCCCCCCCCCCNC(=O)c1ccoc1C
    8, -6, nt, nt, -6, nt, nt, nt, -7
CCOC(=O)N1CCN(C(=O)CN(c2cc(Cl)ccc2OC)S(=O)(=O)c2ccccc2)CC1
    8, -9, 1.7, -7, 1, 0, 0, 8, -9
CC(C)COc1ccc(C2NC(=O)NC2=O)cc1 (stereo not drawn)
    -4, 5, 1.2, -1, -4, nt, -3, 8, -5
CSc1ccc(C(=S)N2CCN(C)CC2)cc1
    12, -11, 0.9, 5, -7, -43, -2, 5, -9
CCOc1nc(OCC)nc(-n2cc(-c3ccccc3)nn2)n1
    -3, 3, 1.1, -12, -6, 1, 12, 18, 18
CCOC(=O)Nc1ccc(S(=O)(=O)N(C)C(C)C)cc1
    2, -3, 0.9, 5, 0, -30, 5, 5, -13
NC(=O)C1CCN(c2nc(-c3ccccc3)nc3c2oc2ccccc23)CC1
    4, -4, 0.8, -7, -3, 2, 23, 0, 0
COc1cccc(NC(=O)Cn2c(=O)c3c(ncn3Cc3ccccc3)n(Cc3ccccc3)c2=O)c1
    8, -6, 1.2, -7, -9, 11, 0, 13, -1
CCC(=O)Nc1cc(=O)[nH]c2ncnn12
    6, -4, 0.9, -3, -6, -20, -4, 5, 5
CCc1cc2c(NCC(=O)O)ncnc2s1
    9, -10, 1.1, -1, -6, 1, 1, 0, 4
CC(=O)N1CCN(CCN=CC2=C(O)CC(C)(C)CC2=O)CC1
    6, -4, 1.1, 3, 12, -2, -6, 7, -16
Cc1cccc(CCNC(=O)C2CCCN(S(=O)(=O)c3cccc4nsnc34)C2)c1 (stereo not drawn)
    nt, nt, 1.1, -12, nt, 0, 6, -1, nt
Cc1ccc(C)c(C(=O)N(Cc2nc(-c3ccc(Cl)cc3)no2)C(C)C)c1
    5, -6, 1.6, -23, -4, 41, -1, 32*, -15
CCOC(=O)c1ccccc1NC(=O)COC(=O)c1ccc(C)c(S(=O)(=O)N2CCOCC2)c1
    nt, nt, 0.9, -18, nt, -18, -1, -1, nt
COc1ccc(N(CC(=O)NCC2CCCO2)S(=O)(=O)c2ccc(C)cc2)cc1OC (stereo not drawn)
    13, -15, 1.1, 2, -10, -9, -6, -4, -4
CCCC(=O)NC1=C(C#N)C2(CCCC2)Cc2ccccc21
    -10, 10, 1, 7, -1, 16, -11, 15, -16
Clc1cccc(-c2cc3nc4c(c(NCc5ccco5)n3n2)CCCC4)c1
    -11, 12, 1, -21, -12, 9, -7, 55*, 7
C=CCNc1nc(N2CCCC2)nc2ccccc12
    -2, 0, 0.6, 17, -3, -17, 1, 6, -4
Cc1ccc(NC(=O)CN(C)S(=O)(=O)c2cnc[nH]2)cc1C
    1, -2, 1.1, 4, -6, 3, 2, 30, 11
O=C(c1cc(-c2ccccc2)nc2ccccc12)N1CCOCC1
    -16, 18, 1.1, -12, -8, 9, -8, -5, 19
Cc1ccc(NC(=O)c2c(C)nn(-c3ccccc3)c2Cl)c(C)c1
    9, -7, 0.9, -7, -8, nt, 1, 5, 11
CSc1ccccc1NC(=O)c1ccc(C)o1
    nt, nt, 0.9, -6, nt, -15, -2, 0, nt
Cc1c([N+](=O)[O-])c(C(=O)N2CCCC2)nn1C
    -22, 20, 0.8, 5, -2, nt, -3, 42*, 14
CCCn1c(NCc2ccc(N(C)C)cc2)nc2ccccc21
    14, -15, 1.2, 10, -3, -2, -16, 4, 20

The closing five entries of the section above open the next one:
Values run as follows: sEH inhibitor, sEH activator, PLAP activator, Ecoli WT expand, S1P2 ag, CD11b adhes inh, PostGolgi yeast, PostGolgi ctrl, S1P2 antag
O=C(c1cc(-c2ccccc2)nc2ccccc12)N1CCOCC1
    -16, 18, 1.1, -12, -8, 9, -8, -5, 19
Cc1ccc(NC(=O)c2c(C)nn(-c3ccccc3)c2Cl)c(C)c1
    9, -7, 0.9, -7, -8, nt, 1, 5, 11
CSc1ccccc1NC(=O)c1ccc(C)o1
    nt, nt, 0.9, -6, nt, -15, -2, 0, nt
Cc1c([N+](=O)[O-])c(C(=O)N2CCCC2)nn1C
    -22, 20, 0.8, 5, -2, nt, -3, 42*, 14
CCCn1c(NCc2ccc(N(C)C)cc2)nc2ccccc21
    14, -15, 1.2, 10, -3, -2, -16, 4, 20
CCCC(=O)N1CCc2cc(OC)c(OC)cc2C1c1cc2cc3c(cc2[nH]c1=O)OCO3 (stereo not drawn)
    -2, 5, nt, nt, -1, nt, nt, nt, -34
N#CC(c1ccc(Cl)cc1)c1nc2ccccc2nc1C(F)(F)F (stereo not drawn)
    -17, 14, 1, 1, -6, 11, 4, 4, 9
COc1ccc(Cl)cc1N(CC(=O)Nc1cccc(SC)c1)S(C)(=O)=O
    4, -3, 1.5, -17, -9, -6, -2, 12, -16
CN1CCN(C2CC(=O)N(c3ccc4c(c3)OCCO4)C2=O)CC1 (stereo not drawn)
    5, -5, 1, 4, 0, -7, 6, 4, 1
COc1ccc(NC(=S)NNC(=O)OC(C)(C)C)cc1OC
    -13, 13, 2.5*, 5, -3, 2, -9, -2, -6
O=C1c2ccccc2NC(c2ccc(O)cc2)N1Cc1ccco1 (stereo not drawn)
    4, -6, 1.1, -2, -1, 8, -10, -10, -11
COC(=O)c1c(-c2ccc(F)cc2)csc1NC(=O)c1ccco1
    -8, 10, 1, -6, -1, -16, 10, 7, -7
N#CCCN(Cc1cccnc1)C(=O)c1ccc(S(=O)(=O)N2CCOCC2)cc1
    nt, nt, 1, -3, -12, -4, -5, 4, 0
CCCCNC(=O)CCn1c(=O)c2ccccc2n(CC(=O)N2CC(C)CC(C)C2)c1=O (stereo not drawn)
    nt, nt, 1.4, 3, -4, -29, 14, 9, 12
COC(=O)CSc1nc(-c2cccs2)ccc1C#N
    nt, nt, 0.9, -2, -3, 0, 3, 19, 6
Cc1cc(C=O)c(C)n1-c1ccc(N2CCCCC2)c([N+](=O)[O-])c1
    -4, 6, nt, -7, -8, nt, -6, 14, 10
Cc1ccc(S(=O)(=O)C2(C(=O)NCc3ccc4c(c3)OCO4)CC2)cc1
    nt, nt, 0.8, 1, nt, -24, -3, 10, nt
Cc1ccc(-n2c(Cn3nc(C(F)F)cc3C(F)F)n[nH]c2=S)cc1
    -8, 10, 1.4, 5, -7, 0, 0, 6, 4
Cc1ccc(N2C(=O)CC(n3nc(C)cc3C)C2=O)cc1 (stereo not drawn)
    8, -5, 1, -10, -3, -16, -10, 7, 1
CCC(=O)NC(=S)Nc1ccc(NC(=O)COc2ccc(Cl)cc2Cl)cc1
    56, -56, 0.9, -5, -7, nt, 0, 12, 3
c1ccc(-n2c(Sc3cnccn3)nnc2-c2cccs2)cc1
    nt, nt, 0.9, -1, 0, -22, -5, 7, -5
NC(=O)NC(c1ccccc1)c1cccc2ccccc12 (stereo not drawn)
    -3, 3, 0.8, 8, -2, -58, 3, 17, 12
Cc1cccc(-n2nc3c(c2NC(=O)c2ccc(Br)o2)CSC3)c1C
    6, -4, 1.2, 0, -7, 14, 8, -2, -31
O=C(CCCN1C(=O)c2ccccc2C1=O)Nc1ccc(S(=O)(=O)N2CCOCC2)cc1
    71, -71, 0.9, -3, -5, 1, -25, -1, 0
COC(=O)c1ccc(C(=O)OC)c(NC(=O)CSCc2ccc(Br)cc2)c1
    -3, 4, 0.9, -3, -5, nt, 14, 13, -4
Cc1ccccc1OCC(=O)NC(=S)Nc1ccc(S(=O)(=O)NC2CCCCC2)cc1
    20, -20, 0.9, -6, -12, nt, 4, -1, 17
Cc1cccc(N2CCN(CC(=O)Nc3nccs3)CC2)c1C
    -7, 6, 2.3*, 17, -2, 4, 39*, 1, -1
COC(=O)c1cc2c(C)nn(-c3ccccc3)c2s1
    5, -6, 0.9, 4, -2, -10, 11, 1, -13
COc1ccc(C2=NNC(c3cccs3)=Nc3ccc(OC)cc32)cc1
    3, 3, nt, nt, -10, nt, nt, nt, 8
NS(=O)(=O)c1ccc(Cc2ncc(C(F)(F)F)cc2Cl)s1
    -3, 0, 1.1, 10, -2, 2, 9, 11, -16
Cn1nnc2cc(NC(=O)NCc3ccc4c(c3)OCO4)ccc21
    54, -53, 1.4, -4, -4, -4, -1, 5, -12
O=C(O)CSCC(=O)Nc1cccc(C(F)(F)F)c1
    1, -3, 1, 3, -7, -13, 1, 4, 2
Cc1cc(C)c(NC(=O)C(C)Sc2nc3ccc(N4C(=O)c5ccccc5C4=O)cc3s2)c(C)c1 (stereo not drawn)
    -10, 8, 1, -1, -4, -53, -1, 1, 1
O=C(Nc1ccccc1)c1cccnc1N1CCCC1
    -12, 13, 0.9, -1, -1, 6, 4, 7, -9
COc1ccccc1C1NC(c2ccccc2OC)C(C)C(=O)C1C (stereo not drawn)
    -9, 8, 1.5, 3, -3, -4, 2, -6, -7

5 compounds already listed, ordered by number of heavy atoms, lowest first.
Values run as follows: sEH inhibitor, sEH activator, PLAP activator, Ecoli WT expand, S1P2 ag, CD11b adhes inh, PostGolgi yeast, PostGolgi ctrl, S1P2 antag
CC(C)COc1ccc(C2NC(=O)NC2=O)cc1 (stereo not drawn)
    -4, 5, 1.2, -1, -4, nt, -3, 8, -5
COc1ccc(NC(=S)NNC(=O)OC(C)(C)C)cc1OC
    -13, 13, 2.5*, 5, -3, 2, -9, -2, -6
CCNC(=O)c1ccc(-n2nc(C)cc2-c2ccccc2)cc1
    -4, 7, 1.4, -1, -1, nt, 2, 12, 19
Cc1cccc(-n2nc3c(c2NC(=O)c2ccc(Br)o2)CSC3)c1C
    6, -4, 1.2, 0, -7, 14, 8, -2, -31
CCC(=O)NC(=S)Nc1ccc(NC(=O)COc2ccc(Cl)cc2Cl)cc1
    56, -56, 0.9, -5, -7, nt, 0, 12, 3

(list continues)
Values run as follows: sEH inhibitor, sEH activator, PLAP activator, Ecoli WT expand, S1P2 ag, CD11b adhes inh, PostGolgi yeast, PostGolgi ctrl, S1P2 antag
CC(C)C12CCC(C(=O)O)C(C1)C(=O)O2 (stereo not drawn)
    12, -13, 1, 0, -6, nt, 3, 16, 4
COc1cccc(C(=O)Nc2ccc3nc(N4CCOCC4)cc(C)c3c2)c1
    3, -2, 1.5, -2, 1, 1, -1, 9, -23
Cc1nnc(SCc2ccc(F)cc2)s1
    4, -2, 1, -1, 0, -18, 1, 2, -5
CC(C)CC1(C)NC(=O)NC1=O (stereo not drawn)
    2, -2, 1.1, -1, 0, 9, 2, 3, 10

Entries of single compounds, quoted from the list. Screens in order: sEH inhibitor	sEH activator	PLAP activator	Ecoli WT expand	S1P2 ag	CD11b adhes inh	PostGolgi yeast	PostGolgi ctrl	S1P2 antag
CC(C)CC1(C)NC(=O)NC1=O (stereo not drawn) is entered as 2	-2	1.1	-1	0	9	2	3	10
Cc1nnc(SCc2ccc(F)cc2)s1 is entered as 4	-2	1	-1	0	-18	1	2	-5

High-throughput results: PubChem, several laboratories
